# Screening results from PubChem.
# HCMV antiviral – human cytomegalovirus inhibition. HFF cells, HCMV-luciferase reporter, 72 h; stronger effect = lower value. activity change, negative = inhibition, % at 57.5 µM. AID 1259415. 410,000 tested, 4.5% active; in the data active = activity change below about -60%; inconclusive = no clear call, values can overlap the other calls; inactive = above about -39%
#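 Luciferase read-out from HCMV-luciferase-infected HFFs (MOI 1 PFU/cell) 72 h post infection at 37C; compounds added after 16 h cell attachment; activity normalized between buffer-only basal and Salinomycin (10uM) inhibitor controls.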
# Active calls of the source: *; u = inconclusive. % is scaled to controls: 0 for no effect and ±100 for the full control effect. Not all compounds are listed. The share of hits here may be higher or lower than overall.
SMILES,HCMV antiviral
O=c1c2c3c(sc2n(CCN2CCOCC2)c(=O)n1C1CCCCC1)CCCCC3,-15
COC(=O)Cc1nnn2c1[C@H](C)[C@@H](OC)c1cc(Br)ccc1-2,39
COC(=O)C1=C(C)N(Cc2ccccc2C(F)(F)F)C(=NCc2cc(OC)c(OC)c(OC)c2)NC1c1ccc(Cl)cc1 (stereo not given),0
Clc1ccc(Nc2nccc3[nH]c(-c4ccccc4)nc23)cc1,-6
C#CCN1C(=O)[C@@H](C)[C@@](C#N)(C(=O)OC)[C@H]1c1ccc(OC)cc1,1
COC(=O)[C@H]1[C@H](CO)[C@H]2Cn3c(cccc3=O)[C@@H]1N2CC1CC1,-10
CC1CCCN(c2cccc3c2S(=O)(=O)N(Cc2cccc(Cl)c2)[C@@H](C)[C@H](c2ccccc2)O3)C1 (stereo not given in full),-10
CN(C)Cc1c(C(C)(C)O)[nH]c2cc(F)ccc12,-7
CCN(CC)C(=O)c1cccnc1,-16
Cn1c(-c2cccc(C(F)(F)F)c2)cc2cnc(Nc3ccc4c(c3)OCCO4)cc21,18
C[C@@H]1CN([C@@H](C)CO)C(=O)CCCn2nncc2CO[C@@H]1CN(C)C(=O)C1CC1,7
N#C[C@H](c1ccccc1)C1CCN(C(=O)c2ccco2)CC1,-9
Cc1cc(-c2cc(NC(=O)Cc3c[nH]c4ccccc34)ccc2N(C)c2cccnc2)ccc1F,-37
C[C@@H]1CN([C@H](C)CO)C(=O)CCCn2cc(nn2)CO[C@H]1CN(C)S(=O)(=O)c1cn(C)cn1,21
CC(=O)Nc1ccc(OCCOCCOc2ccc(NC(C)=O)cc2)cc1,44
O=C(c1ccc2c(c1)OCO2)N1C[C@@H]2[C@H](c3ccccc31)[C@H](CO)N2CC1CCCC1,-27
CC(C)N(C[C@@H]1CSCCS(=O)(=O)N1)C(C)C,0
C=CCNC(=O)[C@@]1(Sc2ccc(OC)cc2)CC(=O)N[C@@H]1c1ccc(OC)cc1,-24
COc1cccc(Cn2c(NCc3ccccn3)nc3c2c(=O)n(C)c(=O)n3C)c1,1
CCOC(=O)[C@@H]1CSCCS(=O)(=O)N1C(=O)[C@H](Cc1ccccc1)NC(=O)OC(C)(C)C,-5
COc1cc(Nc2cc3[nH]c(-c4ccccn4)cc3cn2)cc(C(F)(F)F)c1,u
C[C@H]1CN([C@@H](C)CO)C(=O)c2c(c3ccccc3n2C)-c2ccccc2CO[C@H]1CN(C)C(=O)Nc1cccc(F)c1,-29
Cc1ccc2oc(=O)c3cc(C(=O)NCCCN4CCC(C)CC4)sc3c2c1,u
CC(C)(C)CNCc1ccccc1NC(=O)OC(C)(C)C,-13
O=C(CSc1nc2ccc(Nc3nc(N4CCOCC4)nc(N4CCOCC4)n3)cc2s1)Nc1ccccc1,0
CCN1[C@H](C(=O)OC)[C@@H](CO)[C@@H]2Cn3c(ccc(Br)c3=O)[C@@H]21,20
C[C@H]1CN([C@@H](C)CO)C(=O)CCCn2cc(nn2)CO[C@@H]1CN(C)C(=O)c1ccccc1,22
O=C(N1CCCCC1)N1CCC[C@@H]1c1noc2ccccc12,-20
O=C(c1ccncc1)N1CC(=O)N2[C@H](CO)[C@H](c3ccc(Br)cc3)[C@@H]2C1,-13
COC(=O)[C@H]1[C@H](CO)[C@H]2Cn3c(ccc(Br)c3=O)[C@H]2N1Cc1ccccc1Cl,7
CCc1cc2c(nc1CC)CCCN2S(=O)(=O)c1ccc(C#N)cc1,24
O=C(CN1CCNCC1)NC1CCCCC1,5
Fc1ccc(-c2nccc3[nH]nc(-c4ccccc4)c23)cc1,-31
O=Cc1ccc(N2CCN(S(=O)(=O)c3ccc4c(c3)CC(=O)N4)CC2)cc1,22
Cc1onc(-c2ccccc2)c1C(=O)NN=Cc1cc(Cl)cc(Cl)c1O,u
COC(=O)C1C(c2ccccc2)CC2CCC1N2C (stereo not given),-25
O=[N+]([O-])c1ccc(OC2OCC(O)C(O)C2O)cc1 (stereo not given),-22
C[C@H](O)[C@@H]1C(=O)N2CCc3c([nH]c4ccccc34)[C@@H]2C[C@@H]1N(C)C(=O)Nc1ccc(Br)cc1,-1
Cc1ccccc1S(=O)(=O)N(C)C[C@@H]1OCc2cn(nn2)CCCC(=O)N([C@@H](C)CO)C[C@H]1C,5
CC1CCN(C(=O)c2ncn3c2C(=O)N[C@H](C)C3)CC1,-2
Cc1ccc(C2=NCC(C)n3c2c2ccccc2[n+]3[O-])cc1 (stereo not given),19
O=C(Nc1ccc(Cl)cc1)c1csc(C(O)c2cccc(C(F)(F)F)c2)n1 (stereo not given),-20
CC(C)C(=O)N1CCC[C@@H]1c1noc2ccccc12,-15
COc1ccc(N2CC(C)(C)C[C@H]2/C=C/C(=O)OC(C)(C)C)cc1,-7
COc1ccc2c3c([nH]c2c1)[C@@H](CO)N(Cc1ccccc1Cl)CC31CN(C(=O)C2CC2)C1,-2
Cc1c(C2Nc3ccccc3C2C)[nH]c2ccccc12 (stereo not given),-85*
CC(C)NC(=O)N(C)C[C@@H]1OCc2cn(nn2)CCCC(=O)N([C@@H](C)CO)C[C@H]1C,2
Cc1cc2ncc(-c3cccc(Br)c3)nc2cc1C,133
CC(C)C[C@@H]1NC(=O)[C@@H]2CSCCS(=O)(=O)N2C1=O,-16
COc1ccc(CN2C[C@H](COCc3ccccc3)Oc3cccc(F)c3S2(=O)=O)cc1,-19
COc1ccccc1CN1C(=O)[C@@H]2Cc3c([nH]c4ccccc34)C(C)(C)N2C1=O,-17
COCC(=O)N1C[C@H]2CON(C)[C@H]2C[C@H]1c1cccc(-c2cc(Cl)cc(Cl)c2)c1,-8
COc1cccc(Nc2nccc3[nH]c(-c4cccc(F)c4)cc23)c1,-21
NS(=O)(=O)c1ccc(NC(=O)CCC(=O)O)cc1,116
COC1(OC)C=CC(=O)C=C1NC(=O)c1ccccc1OC(C)=O,-78*
CCCCCCN1CCN(C2CN(Cc3cn(Cc4ccc(C(F)(F)F)cc4)nn3)S(=O)(=O)C2)CC1 (stereo not given),-35
O=C1CCC[C@H]2[C@@H](Cc3ccccc3)[C@@H](NS(=O)(=O)c3ccc([N+](=O)[O-])cc3[N+](=O)[O-])CC[C@]23CCCN13,-35
O=S(=O)(O)c1cc(I)c(O)c2ncccc12,6
COc1ccc(Nc2cc3c(cn2)cc(-c2cccc(F)c2)n3C)cn1,-38
CC1CN=C(c2ccc(Cl)cc2)c2c3ccccc3[n+]([O-])n21 (stereo not given),31

# By substructure, the compounds so far containing an aryl thioether with sulfur outside any ring (2)
SMILES,HCMV antiviral
C=CCNC(=O)[C@@]1(Sc2ccc(OC)cc2)CC(=O)N[C@@H]1c1ccc(OC)cc1,-24
O=C(CSc1nc2ccc(Nc3nc(N4CCOCC4)nc(N4CCOCC4)n3)cc2s1)Nc1ccccc1,0

# More structures.
SMILES,HCMV antiviral
Clc1ccc(Nc2nnc(-c3ccc4c(c3)OCO4)o2)cc1,98
COC(=O)[C@H]1[C@H](CO)[C@H]2Cn3c(ccc(Br)c3=O)[C@@H]1N2C(=O)NC(C)C,-29
O=C(c1ccccc1Br)N(CCc1ccccc1)C(CCc1ccccc1)c1nc2ccccc2[nH]1 (stereo not given),-6
CN1OC(C)(CC(=O)N2CCc3ccccc3C2)N=C1c1ccco1 (stereo not given),-11
C[C@H](CO)N1C[C@H](C)[C@H](CN(C)S(=O)(=O)c2cccs2)Oc2ncc(Br)cc2C1=O,2
CC(C)(C)n1nc(C2CC2)cc1NC(=O)Nc1ccccc1,12
Brc1ccc(N2O[C@H]3C=C[C@@H]2C3)nc1,41
CC(CNC(=O)c1ccc(OC2CCN(Cc3ccccn3)CC2)cc1)c1ccccc1 (stereo not given),-21
CC1CCN(C(=O)c2ncn3c2C(=O)N[C@@H](C)C3)CC1,3
CCCCOCC1CN(CCCC)S(=O)(=O)c2c(Oc3ccc(C)cc3)cccc2O1 (stereo not given),-3
CC(C)C[C@@H](NC(=O)OC(C)(C)C)C(=O)N1O[C@]23C=C[C@]14C[C@@H](O)CC[C@]4(C)C2CC[C@]1(C)[C@@H]([C@H](C)/C=C/[C@H](C)C(C)C)CC[C@H]13 (stereo not given in full),4
C[C@@H]1CN([C@@H](C)CO)C(=O)CCCn2cc(nn2)CO[C@H]1CN(C)C(=O)c1ccncc1,-5
COc1cccc(NC(=O)N(C)C[C@@H]2OCc3cn(nn3)CCCC(=O)N([C@@H](C)CO)C[C@H]2C)c1,-8
N#CC(c1c(Cl)cccc1N1CCCCC1)N1CCCCC1 (stereo not given),13
CCOC(=O)CC1(O)CSc2nc(N)cc(=O)n21 (stereo not given),-77*

# Some of the entries so far, tab-delimited.
SMILES	HCMV antiviral
Brc1ccc(N2O[C@H]3C=C[C@@H]2C3)nc1	41
CC(CNC(=O)c1ccc(OC2CCN(Cc3ccccn3)CC2)cc1)c1ccccc1 (stereo not given)	-21
CC1CCN(C(=O)c2ncn3c2C(=O)N[C@@H](C)C3)CC1	3
CCCCOCC1CN(CCCC)S(=O)(=O)c2c(Oc3ccc(C)cc3)cccc2O1 (stereo not given)	-3
CC(C)C[C@@H](NC(=O)OC(C)(C)C)C(=O)N1O[C@]23C=C[C@]14C[C@@H](O)CC[C@]4(C)C2CC[C@]1(C)[C@@H]([C@H](C)/C=C/[C@H](C)C(C)C)CC[C@H]13 (stereo not given in full)	4

# Additional entries.
SMILES,HCMV antiviral
CCOC(=O)c1cccn1C1C(=O)N(Cc2ccc(C(F)(F)F)cc2)c2ccc(OC)cc21 (stereo not given),-9
C[C@@H]1CCCCO[C@H](CN(C)S(=O)(=O)c2cn(C)cn2)[C@@H](C)CN([C@H](C)CO)C(=O)c2cc(NC(=O)CCCN(C)C)ccc2O1,-12
COCCNC(C)(CCCCC(=O)O)c1nnnn1-c1c(C)cccc1Cl (stereo not given),-9
CC1CCCN(c2cccc3c2S(=O)(=O)N(Cc2ccc(F)cc2)[C@@H](C)[C@H](c2ccccc2)O3)C1 (stereo not given in full),-29
O=C(C1CCCCC1)N1CC(=O)N2[C@H](C1)[C@@H](c1ccc(Br)cc1)[C@@H]2CO,-8
CCCC(=O)OC[C@H]1CN(C2CCCC2)S(=O)(=O)c2c(F)cccc2O1,0
CN(C)C(=O)c1ccc(-c2cc3cnc(Nc4ccccc4Cl)cc3[nH]2)cc1,-27
COC(=O)c1ccc2c(=O)n(CCCCCC(=O)NC3CCCCC3)c(=O)[nH]c2c1,-22
COC(=O)C1C(c2ccc(C)cc2)CC2CCC1N2C (stereo not given),-30
COc1cc([C@H]2NC(=O)C[C@H]2C(=O)OCc2ccccc2)ccc1OC(C)C,-15
Cc1ccc(C2=CN(CCC(=O)O)C(=O)C2)cc1,26
CNc1nc2cnc(Nc3cccc(C(F)(F)F)c3)cc2n1Cc1ccc(OC)c(OC)c1,20
CC(C)CCOC(=O)c1ccc(N(C)C)cc1,-2
N#C[C@@H](c1ccccc1)C1CCN(S(=O)(=O)CCCCl)CC1,-3
CCCN1[C@@H]2c3ccc(-c4ccccc4)c(=O)n3C[C@@H]2[C@@H](CO)[C@@H]1C(=O)N[C@@H](C)c1ccccc1,7
O=C(O)c1cc(C(=O)O)cc(N2C(=O)c3ccccc3C2=O)c1,-31
CCSc1n[nH]c(=O)n1C,30
CN1OC(C)(CC(=O)NCc2ccccc2)N=C1c1ccccc1 (stereo not given),-8
COC(=O)C1=C(C)N(Cc2cccc(C(F)(F)F)c2)C(=NCc2ccccc2C(F)(F)F)NC1c1cccc(F)c1 (stereo not given),-78*
CC1(C)CC(=O)C=C(c2ccc(COC(=O)c3ccc(Br)cc3)cc2)C1=O,7
CC(C)(C)S(=O)(=O)N1C[C@@H]2C(=C(CCO)C[C@@H]3C(=O)N(c4ccccc4)C(=O)[C@@H]32)[C@H]1CCO,9
COc1cc(CCN=Cc2cccc(OC)c2O)c([N+](=O)[O-])cc1OC,9
COc1ccc(C2CC(=O)CCN2S(=O)(=O)c2ccc(F)cc2)cc1 (stereo not given),-10
COc1ccc(NC(=O)N(C)C[C@@H]2OCc3cnnn3CCCC(=O)N([C@@H](C)CO)C[C@@H]2C)cc1,-24
COC(=O)C(c1ccccc1)(c1cn(C)c2c(C)cccc12)C(Nc1ccccc1)c1ccccc1 (stereo not given),-17
O=C(c1cnc(Cc2c[nH]c3ccccc23)c(I)c1)N1CCOCC1,-2
O=C(CSc1ccccc1)N1CCCC(N2CCN(c3cccc(Cl)c3)CC2)C1 (stereo not given),-26
COC(=O)CN1C(=O)CSc2ccc(S(=O)(=O)N3CCC(C)CC3)cc21,7
COc1cc(-c2n[nH]c3ccnc(-c4cccc5ncccc45)c23)cc(OC)c1OC,4
Cc1cccc(S(=O)(=O)N[C@H]2CC[C@@]34CCCN3C(=O)CCC[C@H]4[C@H]2C)c1,-6
C[C@H]1CN([C@@H](C)CO)C(=O)CCCn2nncc2CO[C@@H]1CN(C)C(=O)Nc1ccccc1F,-12
C[C@@H]1CCCCO[C@H](CN(C)C(=O)C2CCCCC2)[C@@H](C)CN([C@H](C)CO)C(=O)c2cc(NS(=O)(=O)c3cccs3)ccc2O1,0

# An excerpt of these results, with each value named.
> COc1ccc(CN2C[C@H](COCc3ccccc3)Oc3cccc(F)c3S2(=O)=O)cc1
  HCMV antiviral: -19

> CC(C)C[C@@H]1NC(=O)[C@@H]2CSCCS(=O)(=O)N2C1=O
  HCMV antiviral: -16

> COc1ccc2c3c([nH]c2c1)[C@@H](CO)N(Cc1ccccc1Cl)CC31CN(C(=O)C2CC2)C1
  HCMV antiviral: -2

> CC1(C)CC(=O)C=C(c2ccc(COC(=O)c3ccc(Br)cc3)cc2)C1=O
  HCMV antiviral: 7
